Wnt act – activators of Wnt/beta-catenin signaling; Wnt/beta-catenin reporter cell assay, activator, plate reader; activation, % at 9.35 µM; hit rate 1.2% among 300,000; in the data active means activation above about 30%, passing the limit was not always enough;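 further: 0% = neutral control wells and 100% = positive control wells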
MITF TRPM1 HTS – activators of MITF-driven TRPM1 promoter activity in SK-MEL-5 cells; SK-MEL-5 TRPM1-promoter luciferase, 24 h; % of positive control, neutral wells = 0; activation, % at 12.5 µM; hit rate 0.75% among 300,000; AID 588334;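 active means mean activation of at least 80% with every replicate also reaching 80%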;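 further: 0% = neutral control wells and 100% = parthenolide positive control wells; values of inactives mirror those of a sister screen read the other way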
Ecoli viability – reduces bacterial viability in AddAB counter-screen; E. coli V3065 growth, OD600 absorbance, 18 h; inhibition, % at 11.9 µM; hit rate 0.27% among 330,000;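 active means inhibition above the campaign's mean inhibition across all tested compounds plus 3 SD, cut at about 9.9% in these data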;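 further: uninfected addAB+ strain grown without phage in ampicillin broth; 0% = DMSO wells and 100% = ciprofloxacin 0.95 µg/ml wells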
phage Ecoli inh – E. coli growth loss with phage present; growth absorbance; inhibition, % at 11.9 µM; hit rate 0.26% among 360,000; AID 651602; in the data active means inhibition above about 11%
Tat export inh – E. coli Tat transport inhibition; hit rate 0.036% among 340,000; inhibition, % at 10 µM; AID 488895; E. coli MC4100 TorA-mCherry Tat export, fluorescence;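 active means mean replicate inhibition at least 50% and at least half of replicates individually reaching 50%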;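 further: exported cargo escapes ClpAP degradation while cytoplasmic cargo is degraded and loses fluorescence; 0% = median of neutral control wells and 100% = median of NaSCN control wells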
CAL PDZ FP-1 – human CAL PDZ-peptide interaction inhibition; Q9HD26; purified CAL PDZ, TMR-peptide fluorescence polarization, 1 h; inhibition, % at 20 µM; hit rate 0.02% among 330,000; AID 504414;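 active means highest replicate inhibition of at least 40%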;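 further: plate controls were DMSO neutral control wells for no effect and unlabeled competitor peptide control wells for full effect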
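Material: tagged CAL PDZ protein CerCALP, purified; buffer or medium: sodium phosphate/NaCl buffer pH 7.4 with TCEP, IgG, Thesit; also added: fluorescent TMR peptide probe; schedule: 1 h incubation at room temperature before polarization reading; technique: fluorescence polarization from S- and P-plane intensities, G-factor corrected; control set: unlabelled peptide and DMSO controls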
SR-BI HDL uptake – blocks mouse SR-BI lipid uptake from DiI-HDL; Q61009; ldlA[mSR-BI] CHO cells, DiI-HDL uptake fluorescence, 3 h; inhibition, % at 12.5 µM; hit rate 0.96% among 320,000; AID 488896;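 active means mean replicate inhibition of at least 70% and a set share of replicates each scoring 70 or more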;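 further: 0% = median of neutral control wells and 100% = median of positive control wells; values of inactives mirror those of a sister screen read the other way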
Target sequence (Q61009 whole entry, looked up): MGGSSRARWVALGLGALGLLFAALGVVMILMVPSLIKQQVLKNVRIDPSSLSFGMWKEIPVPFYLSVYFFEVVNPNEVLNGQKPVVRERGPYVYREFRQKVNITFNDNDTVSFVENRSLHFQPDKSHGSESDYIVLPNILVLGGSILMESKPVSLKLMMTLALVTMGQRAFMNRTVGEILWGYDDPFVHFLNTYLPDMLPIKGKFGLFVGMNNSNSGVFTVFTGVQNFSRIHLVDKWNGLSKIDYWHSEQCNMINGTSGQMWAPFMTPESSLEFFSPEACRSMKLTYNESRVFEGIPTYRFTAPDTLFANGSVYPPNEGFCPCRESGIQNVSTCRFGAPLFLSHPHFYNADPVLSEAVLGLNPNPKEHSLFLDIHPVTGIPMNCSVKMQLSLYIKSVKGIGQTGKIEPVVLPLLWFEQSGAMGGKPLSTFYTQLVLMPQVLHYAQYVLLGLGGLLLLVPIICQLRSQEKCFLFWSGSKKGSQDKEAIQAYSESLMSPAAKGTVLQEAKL
SR-BI DiI-HDL act – SR-BI HDL lipid transfer activation; activation, % at 12.5 µM; hit rate 0.096% among 320,000; CHO ldlA[mSR-BI] cells, DiI-HDL uptake fluorescence, 3 h; 100 = double the neutral-control signal;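 active means mean replicate activation of at least 60% and every replicate at or above 60%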;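 further: 0% = median plate neutral-control signal and 100% = twice that signal; values of inactives mirror those of a sister screen read the other way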
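Assay system: CHO ldlA[mSR-BI] cells, LDL receptor-null, SR-BI overexpressing; medium: Ham's F12 with 0.5% BSA, HEPES 25 mM, pH 7.4; also added: DiI-HDL 10 µg/mL; timing: 3 h uptake period with compound, 37 °C; signal: DiI fluorescence, bottom read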
AddAB inh – less growth of phage-infected E. coli with AddAB; E. coli expressing H. pylori AddAB, absorbance growth; inhibition, % at 11.9 µM; hit rate 0.29% among 330,000; AID 435030; in the data active means inhibition above about 12%;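 further: 0% = vehicle wells of infected cells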
CAL PDZ FP-2 – inhibitors of human CAL PDZ peptide binding; Q9HD26; purified CAL PDZ, TMR-peptide fluorescence polarization, 1 h; inhibition, % at 24.9 µM; hit rate 0.92% among 300,000; AID 602252;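 active means mean inhibition of at least 30% with at least half of replicates also reaching 30%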;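 further: 0% = DMSO neutral control and 100% = excess unlabeled competitor peptide PRC23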
* hit, by the source's call; . = not tested or not shown.

Order of results: Wnt act, MITF TRPM1 HTS, Ecoli viability, phage Ecoli inh, Tat export inh, CAL PDZ FP-1, SR-BI HDL uptake, SR-BI DiI-HDL act, AddAB inh, CAL PDZ FP-2
COC(=O)c1cc(C)nc(Sc2ccccc2NC(C)=O)n1
  -1, ., 3.3, 2.1, ., ., ., ., 4.0, .
COc1ccc(-c2nnc(-c3ccc(N)cc3)o2)cc1
  53*, ., 0.2, 4.2, 1, -2.1, 17, -17, 1.4, -1
CCOc1ccc(NC(=O)CN(C)C(=O)CSCc2ccc(C)cc2)cc1OCC
  -2, -4, 0.8, 0.0, 1, -0.3, 55, -55, -0.2, -3
COC(=O)c1ccccc1NC(=O)N1CCCC1
  0, 5, -0.8, 1.9, -1, ., -2, 2, 0.9, -5
CCOC(=O)[C@H]1[C@H]2COc3ccccc3[C@@H]2N2C(=O)[C@@H](CO)NC(=O)[C@@]12C
  3, -5, 0.6, 5.0, 4, 1.3, 10, 0, 2.5, -1
Cc1nc(Nc2ccc(Cl)cc2)c(C#N)c(=O)[nH]1
  -2, -14, 0.0, 0.7, -4, -0.1, 10, -10, 0.2, -6
Cc1cccc(N/C(N)=N/c2nc(CSc3ccc(Cl)cc3)cc(=O)[nH]2)c1
  3, ., 1.6, 2.2, ., ., ., ., -2.6, .
O=C(N/N=C/c1cccc(OC(=O)c2ccco2)c1)c1ccc(F)cc1
  ., 55, 0.7, 2.3, 1, -2.2, -26, 26, 3.2, -6
CN(CCO)c1ccc(-c2nn(C)c(=O)c3ccccc23)cc1[N+](=O)[O-]
  1, -7, -0.3, 1.8, -4, 0.2, 13, -13, 5.7, -4
CCN(CC)CCN(C(=O)c1ccc(N2C(=O)CCC2=O)cc1)c1nc2cc3c(cc2s1)OCCO3
  4, -3, -0.2, 2.0, 0, -2.5, ., ., 0.1, -3
O=C(CSc1nc2ccccc2c(=O)n1-c1ccccc1F)NC1CCS(=O)(=O)C1 (centres undefined)
  2, -13, 0.3, -0.9, 3, -0.4, -15, 15, 2.2, .
CCOC(=O)c1cnn(CCOC(=O)C2CC2)c1NC(=O)C1CC1
  ., -6, -4.9, 1.4, -3, -1.1, -8, 8, 0.1, 2
O=C(CSc1nncn1-c1cccnc1)Nc1ccccc1C(F)(F)F
  -2, 10, -0.9, 1.4, -2, -0.3, ., ., 4.6, .
O=C(N/N=C/c1cc([N+](=O)[O-])ccc1Cl)c1cc(-c2ccccc2)nc2ccccc12
  -2, -15, 2.6, 1.5, -9, -2.3, ., ., -0.2, 14
S=c1[nH]nc(C2CCCCC2)n1/N=C/c1c(Cl)cccc1Cl
  0, -7, -1.0, -0.7, -3, -1.4, -10, 10, -0.2, -3
O=C(O)c1cc(-c2ccc(/C=N/Nc3ccc([N+](=O)[O-])cn3)o2)ccc1Cl
  -2, 0, ., 4.1, -10, 0.0, -10, 10, ., -3
Cc1cc(=O)oc2cc(OCC(O)CN3CCc4ccccc4C3)ccc12 (centres undefined)
  ., 6, 2.7, 2.1, -8, -0.1, 17, -17, -2.1, -2
O=C(Cc1ccc(S(=O)(=O)N2CCOCC2)s1)Nc1ccccc1Br
  10, -2, 2.7, -0.5, 0, -2.1, ., ., 2.3, 1
CC(=O)Nc1ccccc1NC(=O)C/C(C)=N/NC(=O)C(=O)Nc1cccc(Cl)c1C
  0, -4, 1.8, 4.6, -11, -0.7, 6, -6, 2.7, .
Cn1cc(/C=N/NC(=O)c2cccc([N+](=O)[O-])c2)c2ccccc21
  -1, -4, 0.7, 4.3, -2, -0.1, 12, -12, 0.3, 1
COc1cc(C(=O)Nc2ccccc2C(=O)Nc2ccccn2)cc(OC)c1OC
  -1, ., -3.1, 2.2, 3, -2.1, 26, -26, 4.3, .
O=C(NCc1ccc2c(c1)OCO2)c1ccc(CS(=O)(=O)c2cccc(C(F)(F)F)c2)o1
  -1, ., -0.4, 3.9, -2, -0.5, -9, 9, 5.5, 1
Cn1cccc1/C=C1\SC(=S)N(NC(=O)c2ccc(F)cc2)C1=O
  0, -3, 1.6, 3.5, 9, 0.0, 16, -16, 2.3, -3
COc1ccc(Cn2nnnc2C(c2cccs2)N2CCCCCC2)cc1 (centres undefined)
  9, ., 3.3, 2.2, 13, -2.4, 20, -20, 0.7, 0
CC(=O)N1CCc2[nH]c3ccc(C)cc3c2C1
  4, ., 0.6, -0.7, -5, -0.5, -18, 18, 3.5, -3
COc1ccc(C(=O)N/N=C/c2c(CO)cnc(C)c2O)cc1
  -3, -10, 1.3, 2.4, 8, -0.4, 27, -27, 4.5, 0
COc1ccc(/C=C(/NC(=O)c2ccco2)C(=O)N2CCOCC2)cc1
  -4, -7, 1.7, 1.0, -3, -0.1, 3, -3, 1.5, 5
CCOc1ccc(NC(=O)CN(C)C(=O)c2ccc(OCc3ccccc3)c(OC)c2)cc1OCC
  -1, 4, -0.6, 0.5, 8, -1.0, 60, -60, 1.1, -2
COc1ccc(OCC(=O)Nc2c(Cl)ccc3nsnc23)cc1
  1, -5, ., -0.9, -5, -2.3, 3, -3, ., -1
O=[N+]([O-])c1ccc(S(=O)(=O)N/N=C/c2ccsc2)cc1
  0, -16, ., 2.0, -10, -1.5, -11, 11, ., -1
COc1ccc(O)c(/C=N/N2CCOCC2)c1
  7, 23, -1.4, 0.0, -1, 0.9, 13, -13, -0.4, -8
O=C(NCCN1CCOCC1)C(=O)NCC1OCCN1S(=O)(=O)c1ccc(F)cc1 (centres undefined)
  -4, 7, 4.3, 2.0, -7, 2.9, 0, 0, -0.9, 83*
Cc1ccc(CN2CCN(c3ncccn3)CC2)o1
  0, 5, 1.6, 2.8, 11, -2.4, -38, 38, 1.9, -1
COc1ccc(CCNS(=O)(=O)c2cn(C)c(=O)n(C)c2=O)cc1
  3, 4, 2.6, 2.3, 0, -0.3, -25, 25, -0.6, .
O=c1[nH]c(C2CCN(S(=O)(=O)c3ccc4c(c3)OCCO4)CC2)nc2c1nnn2Cc1ccccc1
  4, -4, ., 2.0, 9, -2.9, 10, -10, ., 0
Cc1cccc(NC(=O)c2ccc(NCCO)c([N+](=O)[O-])c2)n1
  17, 70, 1.3, 4.8, 5, -1.4, ., ., -0.2, 1
O=C(Nc1ccccc1)N1CCN(c2ccccn2)CC1
  ., 8, 1.2, 2.8, -5, -0.5, -4, 4, 4.0, -4
O=C(O)C1(c2ccccc2)CCN(S(=O)(=O)c2cccs2)CC1
  0, -2, 0.1, 3.2, -9, 0.5, 6, -6, 3.5, 14
COc1ccc(-c2nc(SCc3ccccc3)n(C(=O)c3ccco3)n2)cc1
  15, ., -0.9, 1.2, -1, -1.7, -14, 14, 1.0, 0
CC(C)NC[C@@H](O)COc1ccc(CC(N)=O)cc1
  -5, 12, 2.2, 3.2, ., 0.0, 0, 0, 0.6, -6
c1ccc(C2(Cn3ccc4ccccc43)OCCO2)cc1
  ., ., -0.2, 0.5, -2, -1.6, -4, 4, 4.2, -2
Cc1cc(C)nc(NC(=O)NS(=O)(=O)N2CCCCCC2)n1
  ., ., -4.3, 2.1, -3, 0.2, 6, -6, 1.7, .
Cc1ccc2cc(C)c(SCC(=O)Nc3cc(C)on3)nc2c1
  0, -7, -0.6, 3.1, -1, -2.5, 14, -14, 3.4, -1
CC12CCC(C(=O)N/N=C/c3ccc(O)cc3O)(OC1=O)C2(C)C (centres undefined)
  1, -16, -0.7, 0.5, -5, -1.0, ., ., -0.7, 4
O=C(O)Cn1c(=O)c2c(c3ccccc31)CCC2
  2, -8, 0.8, 0.6, -3, -1.3, -18, 18, -0.2, -3
COc1ccc(C(=O)CCN2CCC(C)CC2)cc1
  -2, 3, 1.2, 0.3, -1, 0.0, -24, 24, 0.8, -1
O=C(NCC(=O)N1CCN(c2ccccc2F)CC1)c1cccs1
  4, 19, -1.4, 0.6, -5, -0.1, 4, -4, -0.6, 2
COc1ccc2nc(N3CCCC(C(=O)NCCc4ccc(OC)c(OC)c4)C3)sc2c1 (centres undefined)
  3, 37, -1.9, -1.5, 1, -0.6, ., ., 3.3, -3
COC(=O)[C@@H](C)NC(=O)c1ccc2oc(CCc3ccccc3)nc2c1
  38*, ., -2.6, 3.8, -3, -0.7, -7, 7, -0.2, 2
CCN(CC(=O)NCc1ccc(Cl)cc1)C(=O)CSc1ccccc1F
  2, 3, 0.2, 1.1, -3, -1.3, 1, -1, 0.7, -10
O=C(CSc1nnc(CNC(=O)c2c(F)cccc2Cl)o1)NC1CCCCC1
  1, -5, -0.4, 3.9, -2, 0.0, -1, 1, 3.7, -4
CCN(CC)C(=S)Sc1c(-c2ccccc2)c2cc(Cl)ccc2[nH]c1=O
  ., 3, -2.8, 1.1, 31, -2.2, -6, 6, -3.4, 6
O=C(N/N=C\c1ccc(F)cc1)c1csnn1
  ., 26, 2.2, 1.7, -5, 0.2, -18, 18, 2.5, 0
O=[N+]([O-])c1ccc(CSc2ncnc3c2ncn3[C@@H]2O[C@H](CO)[C@@H](O)[C@H]2O)cc1
  -2, 0, 1.5, 7.2, -1, 0.0, -4, 4, 2.2, -5
CCOC(=O)N1CCN(c2c(-c3ccc(C)c(C)c3)c(=O)c2=O)CC1
  2, ., -1.5, 1.6, -3, -0.6, 8, -8, 0.5, 8
CSc1nnc(NC(=O)c2nc(S(=O)(=O)Cc3cccc(C)c3)ncc2Cl)s1
  -10, -81, -3.0, -2.4, -5, -1.6, -23, 23, -9.0, -4
CCOc1ccc(C(=O)Nc2ncccc2Cl)cc1
  ., 73, -0.9, 3.2, 16, -3.0, 13, -13, 0.8, -2
Cc1onc(-c2ccccc2Cl)c1C(=O)Nc1ccc(-c2nnc3n2CCCCC3)cc1
  -5, 9, -2.4, -0.5, -7, -2.4, 12, -12, 0.5, -3
COc1cccc(OCc2cc(C(=O)NC3CCOCC3)no2)c1
  16, 58, 1.3, 4.8, -13, -2.6, -6, 6, 0.3, -1
O=C1/C(=C/c2ccco2)SC(=S)N1c1cccnc1
  -1, 3, ., 0.8, 7, -1.4, -9, 9, ., -3

Next structures.
Order of results: Wnt act, MITF TRPM1 HTS, Ecoli viability, phage Ecoli inh, Tat export inh, CAL PDZ FP-1, SR-BI HDL uptake, SR-BI DiI-HDL act, AddAB inh, CAL PDZ FP-2
CCNc1nc(NCC)nc(N(CC)C(N)=S)n1
  6, ., -1.9, -0.4, -3, -0.8, ., ., 1.0, -1
Cc1ccc2nc(C)c(C(=O)N/N=C/c3ccccc3[N+](=O)[O-])cc2c1
  ., 25, -1.1, 3.1, 3, -4.6, 15, -15, -2.1, -1
CCn1c(SCC(=O)Nc2oc(-c3ccccc3)c(-c3ccccc3)c2C#N)nnc1-c1ccco1
  ., -5, 0.4, 2.6, 9, ., 4, -4, 0.6, -4
CC(=O)Nc1cc2c(cc1Br)OCCO2
  -2, ., -0.3, 2.1, -23, -1.1, -9, 9, 4.7, .
COCCc1nc2ccc(C(=O)N(C)Cc3cccc(-n4cccn4)c3)cc2o1
  25, 59, 0.8, 0.1, 2, -1.8, 20, -20, 1.5, -4
COc1ccccc1CNC(=S)NCc1ccc(Cl)cc1
  1, -9, -0.3, 3.8, 7, -1.1, -15, 15, -1.6, -2
N=c1c2c(-c3ccccc3)c(-c3ccccc3)n(Cc3ccco3)c2ncn1Cc1ccco1
  -10, -65, 3.9, 0.7, 4, ., -11, 11, 3.5, -1

Source: PubChem
